Pf apPOL inh = Pf-apPOL inhibitors, biochemical, fluorescence | Recombinant Pf-apPOL, molecular beacon fluorescence, 1.5 h | inhibition, % at 10 µM | 210,000 compounds, 0.25% hits | AID 1794808, 2022
mHTT CaM bind = mutant huntingtin-calmodulin interaction inhibitors – biochemical, AlphaScreen, primary screen; P42858; AlphaScreen His-mHTT/GST-CaM binding, luminescence; inhibition, % at 15 µM; 190,000 compounds, 3.6% hits;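 further: 0% = both proteins with DMSO and 100% = one protein alone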
Target sequence (P42858 whole entry, looked up, stated change not applied): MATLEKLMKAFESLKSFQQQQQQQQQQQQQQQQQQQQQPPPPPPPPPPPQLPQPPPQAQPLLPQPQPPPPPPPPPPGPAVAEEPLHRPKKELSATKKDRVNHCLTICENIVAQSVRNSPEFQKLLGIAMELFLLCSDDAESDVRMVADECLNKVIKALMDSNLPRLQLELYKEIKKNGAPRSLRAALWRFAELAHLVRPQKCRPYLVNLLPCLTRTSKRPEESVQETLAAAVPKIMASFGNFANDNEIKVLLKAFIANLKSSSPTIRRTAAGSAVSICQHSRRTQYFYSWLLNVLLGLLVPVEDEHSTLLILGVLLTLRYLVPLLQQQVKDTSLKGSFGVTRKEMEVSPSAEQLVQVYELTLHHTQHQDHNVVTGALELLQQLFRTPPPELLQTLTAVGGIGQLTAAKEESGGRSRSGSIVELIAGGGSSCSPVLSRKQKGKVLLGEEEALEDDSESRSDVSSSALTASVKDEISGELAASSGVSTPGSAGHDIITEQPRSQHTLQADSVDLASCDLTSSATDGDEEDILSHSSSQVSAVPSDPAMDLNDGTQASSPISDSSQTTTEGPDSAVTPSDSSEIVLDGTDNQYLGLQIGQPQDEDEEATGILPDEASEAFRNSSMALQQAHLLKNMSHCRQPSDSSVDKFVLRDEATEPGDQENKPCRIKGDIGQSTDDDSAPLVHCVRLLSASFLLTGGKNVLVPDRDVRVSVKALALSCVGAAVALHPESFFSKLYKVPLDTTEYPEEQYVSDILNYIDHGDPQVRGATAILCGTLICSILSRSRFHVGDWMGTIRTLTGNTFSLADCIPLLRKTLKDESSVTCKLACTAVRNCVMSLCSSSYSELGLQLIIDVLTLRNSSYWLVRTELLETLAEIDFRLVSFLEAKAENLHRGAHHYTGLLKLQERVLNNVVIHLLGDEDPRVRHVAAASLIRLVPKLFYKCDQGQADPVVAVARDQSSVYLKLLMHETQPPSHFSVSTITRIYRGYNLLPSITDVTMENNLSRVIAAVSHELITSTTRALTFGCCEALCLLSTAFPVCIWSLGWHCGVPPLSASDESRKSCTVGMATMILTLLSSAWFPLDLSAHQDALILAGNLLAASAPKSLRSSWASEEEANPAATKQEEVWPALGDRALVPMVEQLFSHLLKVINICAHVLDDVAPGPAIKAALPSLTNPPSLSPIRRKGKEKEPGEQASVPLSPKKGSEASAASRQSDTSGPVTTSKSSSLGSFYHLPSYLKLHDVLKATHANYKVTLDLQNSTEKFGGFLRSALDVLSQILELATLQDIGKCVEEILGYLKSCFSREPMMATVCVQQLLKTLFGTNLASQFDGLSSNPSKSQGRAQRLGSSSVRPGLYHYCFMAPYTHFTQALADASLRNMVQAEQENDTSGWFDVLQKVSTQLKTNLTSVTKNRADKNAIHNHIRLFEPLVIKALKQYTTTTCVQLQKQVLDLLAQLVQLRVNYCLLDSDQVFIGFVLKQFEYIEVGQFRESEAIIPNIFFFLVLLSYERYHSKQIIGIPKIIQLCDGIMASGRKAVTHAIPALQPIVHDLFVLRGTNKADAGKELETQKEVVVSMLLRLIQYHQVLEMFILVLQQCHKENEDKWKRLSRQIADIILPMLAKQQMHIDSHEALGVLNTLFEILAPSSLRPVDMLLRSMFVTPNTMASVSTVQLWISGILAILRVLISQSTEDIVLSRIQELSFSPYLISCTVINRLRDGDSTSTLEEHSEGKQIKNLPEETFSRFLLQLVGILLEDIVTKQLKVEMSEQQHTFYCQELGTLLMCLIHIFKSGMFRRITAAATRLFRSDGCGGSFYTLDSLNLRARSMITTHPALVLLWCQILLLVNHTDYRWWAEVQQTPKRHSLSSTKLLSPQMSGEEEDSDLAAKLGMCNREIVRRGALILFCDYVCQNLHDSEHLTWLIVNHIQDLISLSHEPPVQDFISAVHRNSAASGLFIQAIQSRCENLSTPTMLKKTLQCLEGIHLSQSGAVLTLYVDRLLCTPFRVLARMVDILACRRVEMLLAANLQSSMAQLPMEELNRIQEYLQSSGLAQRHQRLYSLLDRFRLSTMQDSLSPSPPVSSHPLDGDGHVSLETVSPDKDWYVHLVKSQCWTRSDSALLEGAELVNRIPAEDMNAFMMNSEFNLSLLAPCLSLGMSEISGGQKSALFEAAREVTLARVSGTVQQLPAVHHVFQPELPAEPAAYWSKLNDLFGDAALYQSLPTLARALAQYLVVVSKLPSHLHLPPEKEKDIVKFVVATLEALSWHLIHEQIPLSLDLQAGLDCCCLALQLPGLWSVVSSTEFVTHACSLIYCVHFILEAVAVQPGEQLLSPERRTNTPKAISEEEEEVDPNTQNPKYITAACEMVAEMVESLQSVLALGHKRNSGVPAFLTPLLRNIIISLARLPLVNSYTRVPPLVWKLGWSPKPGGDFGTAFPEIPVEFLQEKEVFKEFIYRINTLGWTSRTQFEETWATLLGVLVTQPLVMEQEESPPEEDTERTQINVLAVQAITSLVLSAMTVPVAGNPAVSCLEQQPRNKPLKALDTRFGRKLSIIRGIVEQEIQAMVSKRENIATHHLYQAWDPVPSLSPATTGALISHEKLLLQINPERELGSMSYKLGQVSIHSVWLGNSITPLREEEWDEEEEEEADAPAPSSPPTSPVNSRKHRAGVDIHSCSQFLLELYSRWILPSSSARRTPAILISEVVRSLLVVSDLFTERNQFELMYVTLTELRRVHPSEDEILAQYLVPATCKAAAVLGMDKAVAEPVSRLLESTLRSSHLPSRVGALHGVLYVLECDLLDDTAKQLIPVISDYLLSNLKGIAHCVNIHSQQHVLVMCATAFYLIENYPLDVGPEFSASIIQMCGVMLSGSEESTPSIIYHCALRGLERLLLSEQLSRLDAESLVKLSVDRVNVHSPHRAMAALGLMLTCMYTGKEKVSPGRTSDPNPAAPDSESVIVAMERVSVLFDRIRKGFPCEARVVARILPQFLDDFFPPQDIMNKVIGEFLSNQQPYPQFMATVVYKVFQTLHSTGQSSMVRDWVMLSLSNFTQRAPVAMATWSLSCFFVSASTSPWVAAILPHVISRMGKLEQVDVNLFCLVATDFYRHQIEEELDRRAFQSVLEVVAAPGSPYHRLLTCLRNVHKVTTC
* hit, by the source's call; · = no result given; & = joins results of further samples. No stated cut-off is given here; in the data, active means inhibition above about 50%; inactive means the rest. These rows are one share of the data; count on the stated rates, not on these rows.

Order of values – Pf apPOL inh | mHTT CaM bind
1. Cc1cccc(C(=O)N2CCN(c3cc(C)cc(C)c3)C(=O)C2C)c1 (centres undefined)
 : -2.7 | 5.8
2. O=C1C2C3C=CC(C4CC34)C2C(=O)N1Cc1ccc(F)cc1 (centres undefined)
 : 2.0 | -5.0
3. CN(Cc1ccccc1)S(=O)(=O)c1ccc(F)c(C(=O)Nc2ccc(Cl)cc2F)c1
 : -6.6 | -8.0
4. CCCCN(C)C(=O)C1CCN(c2cncnc2N(C)C)CC1
 : -3.8 | -0.3
5. CCOc1ccc(CNC(=O)c2cc3c(s2)N(C)CCC3)cc1
 : -4.9 | 3.1
6. O=C1NC(=O)/C(=C\c2ccc(Cl)cc2Cl)N1
 : -0.2 | 25.0
7. O=C(c1ccc([N+](=O)[O-])cc1)N1N=C(C(F)(F)F)CC1(O)c1ccncc1 (centres undefined)
 : -5.7 | 26.0
8. COc1ccc(Br)cc1C(=O)Nc1ccc(F)c(Cl)c1
 : -9.0 | -4.7
9. CCc1ccc(NC(=O)CCCn2nc([N+](=O)[O-])c(Cl)c2C)cc1
 : -5.8 | 12.0
10. CC(Oc1cccc(Cl)c1)C(=O)Nc1ccc(S(N)(=O)=O)cc1 (centres undefined)
 : -1.8 | -4.8
11. Cc1ccc(NC(=O)CN2C(=O)NC3(CCCCC3)C2=O)cc1C
 : -5.5 | -1.3
12. CS(=O)(=O)N(CC(=O)Nc1ccc(I)cc1)c1ccccc1F
 : -9.6 | -3.6
13. Cc1cc(=O)[nH]c(SCC(=O)Nc2cccc(C(F)(F)F)c2)n1
 : 3.7 | 0.0
14. COc1ccc(C2C(C#N)=C(N)N(c3ncn[nH]3)C3=C2C(=O)CCC3)cc1 (centres undefined)
 : -6.9 | -1.0
15. CC(C)NC(=O)C1=C(c2ccccc2)OCCS1
 : -3.2 | -2.3
16. Cn1c(SCC(=O)N2CCCCC2)nc(O)cc1=O
 : -1.5 | -3.3
17. N=c1c(C(=O)NCc2cccnc2)cc2c(=O)n3ccccc3nc2n1C1CCCC1
 : -0.9 | 0.0
18. Cc1ccc(C(=O)C=CC(=O)O)cc1
 : 4.0 | ·
19. COc1ccc(S(=O)(=O)Nc2ccc(F)cc2F)cc1Br
 : 3.0 | -5.3
20. O=C(c1ccc([N+](=O)[O-])cc1Cl)N1CCc2ccccc2C1
 : 4.6 | 0.3
21. N#CC(=Cc1ccc(Cl)cc1)c1nc(-c2cc3ccccc3oc2=O)cs1
 : -12.2 | 1.9
22. CCSc1nc2c(c(=O)n1-c1ccc(Br)cc1)SCC2
 : 0.0 | 5.0
23. CSc1sc(-c2ccnc(SCC(=O)c3ccc(Cl)cc3)n2)c2c1C(=O)CCC2
 : 0.4 | ·
24. CC(=O)c1cccc(NC(=O)C2CCN(S(=O)(=O)c3ccc(Br)s3)CC2)c1
 : -10.0 | -6.0
25. O=C(O)c1ccc(C(=O)c2cccc([N+](=O)[O-])c2)cc1
 : 2.1 | 2.5
26. COc1ccc(C)cc1NC(=O)CN1CCC(c2nc(-c3ccccc3)no2)CC1
 : -2.5 | -3.0
27. CC(=O)NCc1cnn(-c2ccc(C(=O)Nc3ccc(C)cc3)cc2)c1
 : 1.3 | -2.6
28. O=C(O)CCCC(=O)Nc1ccc(F)cc1
 : -3.7 | 2.8
29. Cc1ccccc1CS(=O)(=O)CCC(=O)NC(C)C
 : -15.2 | -2.0
30. Cc1ccc(NC(=O)C2CCN(C(=O)c3cccc(Cl)c3)CC2)cc1
 : 0.4 | 0.4

Rewritten bar-delimited: 2 of the compounds above
nr | Molecule | Pf apPOL inh | mHTT CaM bind
23 | CSc1sc(-c2ccnc(SCC(=O)c3ccc(Cl)cc3)n2)c2c1C(=O)CCC2 | 0.4 | ·
24 | CC(=O)c1cccc(NC(=O)C2CCN(S(=O)(=O)c3ccc(Br)s3)CC2)c1 | -10.0 | -6.0

Additional compounds follow.
Order of values – Pf apPOL inh | mHTT CaM bind
31. CCC(=O)N1CCc2cc(Br)cc(S(=O)(=O)NCCCOC)c21
 : -3.4 | 0.0
32. O=C(c1cccc(Cl)c1Cl)N1CCN(c2ccc([N+](=O)[O-])cc2)CC1
 : 1.9 | 5.5
33. O=C(Nc1ccc2c(c1)OCO2)N1c2ccccc2Sc2ccccc21
 : -12.0 | 39.5
34. COC(=O)Nc1ccc(S(=O)(=O)NCC(=O)O)cc1
 : 3.3 | -5.0
35. Cc1cc(Br)ccc1OCC(=O)Nc1ccncc1
 : -0.5 | 0.4
36. O=C(NCc1cccc(F)c1)c1cc(C2CC2)n2nccc2n1
 : -7.6 | -48.7
37. CC(NC(=O)c1cn2c(n1)CSCC2)c1cccnc1 (centres undefined)
 : -4.5 | 8.1
38. COc1ccc(-c2cc(C(F)(F)F)n3nc(C(=O)Nc4cccnc4Cl)cc3n2)cc1
 : -4.6 | -7.0
39. COCCC1CCN(C(=O)c2n[nH]c3ccccc23)CC1
 : 6.0 | 5.0
40. CCOc1ccc2ncc(C#N)c(N3CCC(C(=O)Nc4ccc(F)cc4)CC3)c2c1
 : 0.5 | -4.0
41. Cc1ccc(N2CCN(C(=O)c3csc(C(=O)N4CCCC4)n3)CC2)cc1
 : -0.5 | 29.4
42. Cc1ccc(C(=O)N2CCC(c3nc(C4CC4)n[nH]3)CC2)s1
 : 14.5 | 0.8
43. O=C(COc1ccc(F)cc1)N1CCC(c2nc(C3CC3)n[nH]2)CC1
 : -3.1 | -4.5
44. CN(CCN)C1CCCCC1
 : -6.5 | 1.2
45. Cc1ccc(NC(=O)C=CC(=O)O)cc1
 : 5.0 | ·
46. CCC(=O)N1CCc2sc(C(=O)NCc3cccc(Cl)c3)cc2C1
 : -2.8 | -0.6
47. CC(=O)c1c(C)cc(C)c(CSc2nnc(N)s2)c1C
 : -7.8 | 0.0
48. CC(=O)Nc1ccc(NC2SC(=O)N(c3ccccc3)C2=O)cc1 (centres undefined)
 : 2.8 | 7.0
49. CC(C)(C)N=C1Nc2ccccc2CNC12CCN(C(=O)c1ccccn1)C2 (centres undefined)
 : -6.6 | 19.0
50. COc1ccc(N2CCC(C(=O)N(C)Cc3ccccc3)C2=O)cc1 (centres undefined)
 : -5.0 | -5.4
51. CSc1nnc2c(n1)OC(c1ccccc1F)N(C(C)=O)c1ccccc1-2 (centres undefined)
 : -8.2 | 7.0
52. CCc1ccc(OCC(O)CN2CCN(c3ccccc3F)CC2)cc1 (centres undefined)
 : -4.1 | -21.8
53. Cc1cccc(Cn2cnc3c2c(=O)n(C2CC2)c(=O)n3-c2ccccc2C)c1
 : -7.6 | 12.3
54. Cc1ccccc1NC(=O)N1CCOc2ccccc21
 : -2.0 | -2.8
55. O=C(Nc1cccc(-c2ccc(N3CCOCC3)nn2)c1)c1cccc(-n2cnnn2)c1
 : 8.0 | -2.2
56. CCOc1ccc(NC(=O)N2CCc3[nH]cnc3C2c2ccncc2)cc1 (centres undefined)
 : -5.9 | 1.3
57. CC(=O)c1ccc(NC(=O)COc2cc(C)c(Br)c(C)c2)cc1
 : -3.1 | -2.3
58. COc1ccc(C=CC(=O)c2c(C)cc(C)cc2C)cc1
 : 0.5 | -22.4
59. CCN(Cc1ccccc1)Cc1ccccn1
 : -2.2 | -2.6
60. Cc1cccc(CNC(=O)CC2CCN(S(=O)(=O)c3cccs3)CC2)c1
 : 4.7 | -7.7
61. Clc1cccc(-c2nc(-c3ccc4nncn4c3)no2)c1
 : -5.1 | 1.0
62. CCn1cccc1-c1nc(C)c(C(=O)N2CCN(c3cccc(C)c3)C(C)C2)s1 (centres undefined)
 : -2.7 | 41.8
63. COc1cccc(C(CNC(=O)C(=O)NCc2ccc(Cl)cc2)N2CCOCC2)c1 (centres undefined)
 : -5.5 | -3.8
64. Cc1ccc(-c2cc3n(n2)CCCN(C(=O)c2ccsc2)C3)cc1
 : -1.6 | 7.4
65. Cn1nc(NC(=O)Cn2cnc3ccccc32)c2c1NC(=O)CC2c1ccco1 (centres undefined)
 : -5.5 | -14.0
66. Cc1cc(C)nc(NC=C(C#N)C(=O)c2cccc(CSc3ccccc3)c2)n1
 : -2.6 | ·
67. C(C=CN1CCCC1)=Cc1cc(-c2ccccc2)c(-c2ccccc2)cn1
 : -43.9 | ·
68. O=C(c1cc2cc3ccc(Cl)cc3nc2o1)N1CCCCCC1
 : 1.6 | -3.0
69. CC(=O)Nc1ccc(NC(=O)c2ccc(-c3ccccc3)cc2)cc1
 : -9.3 | -8.3
70. Cc1c(O)ccc2c1OC(=Cc1ccco1)C2=O
 : 17.3 | -2.7
71. Cc1ccccc1CN1C(=O)C(O)(CC(=O)c2ccncc2)c2ccccc21 (centres undefined)
 : -2.6 | 30.2
72. COc1ccccc1NC(=O)CN1CCC(c2nc(-c3cccc(F)c3)no2)CC1
 : -3.3 | 0.3
73. CN=C(C)C(C(=O)OC)=C(O)c1snnc1C
 : -3.2 | ·
74. Cc1ccc(OCC(=O)NCC2CCN(Cc3ccncc3)CC2)cc1
 : -5.2 | -5.4
75. CSc1ccc(CNC(=O)c2cn3c(n2)CSCC3)cc1
 : -4.8 | 15.8
76. O=C(CCCn1cccc1)N1CCN(C(=O)c2ccco2)CC1
 : -3.4 | -14.0
77. Cc1ccc(CNC(=O)c2sc(-c3cn(C)c4ncccc34)nc2C)cc1
 : 0.4 | -15.3
78. CN1CCN(Cc2nc3sc4c(c3c(=O)[nH]2)CCCCC4)CC1
 : -2.8 | 5.1
79. CCC(C)NC(=O)C1CCC(c2ccccc2)N(C(=O)c2ccccc2F)C1 (centres undefined)
 : -0.6 | 5.0
80. COc1cccc(C=C2SC(=S)N(C(C)C(=O)O)C2=O)c1OC (centres undefined)
 : -10.3 | 0.1
81. Cc1ccsc1C=Cc1ccnc(SCC(=O)Nc2ccc(C(C)C)cc2)n1
 : 3.6&-6.0 | ·
82. COc1ccc(N2CCN(C(=O)c3cccc([N+](=O)[O-])c3)CC2)cc1
 : -5.7 | 5.8
83. Cc1ccc(C)c(NS(=O)(=O)c2ccc3c(c2)CCN3C(=O)C2CC2)c1
 : 13.1 | 6.0
84. CCC(=O)NCc1nc2c(n1C)CN(S(=O)(=O)c1ccc(C3CCCCC3)cc1)CC2
 : -1.5 | 25.1
85. O=C(CN1C(=O)C(=O)c2ccccc21)NCCOc1ccccc1
 : 3.0 | 5.7
86. O=C(Nc1ccccc1N1CCCN(Cc2ccc(F)cc2)C1=O)C1CCC1
 : -0.3 | 6.9
87. CCOC(=O)N1CCN(CC2CC=CCC2)CC1 (centres undefined)
 : 0.3 | -6.2
88. O=C1C2=C(C(c3ccccc3)=NCCN2)C(c2ccccc2)N1c1ccccc1 (centres undefined)
 : 0.3 | 3.0
89. CCc1cc(C2CCCN2C(=O)c2c(Br)cnn2C)on1 (centres undefined)
 : -4.6 | -5.2
90. CC(=O)Nc1ccc(C(=O)Nc2ccc(-c3nc4ccccc4[nH]3)cc2)cc1
 : 0.7 | 34.4

Further structures:
Order of values – Pf apPOL inh | mHTT CaM bind
91. Cc1ccccc1-n1nc2c(c1NC(=O)c1ccc(OC(C)C)cc1)CS(=O)C2 (centres undefined)
 : -23.4 | 11.0
92. Nc1ccc(-c2nnc(Nc3ccccc3C(F)(F)F)s2)cc1
 : 2.7&15.7 | ·
93. CCOC(=O)c1ccc(Oc2coc3cc(OC(=O)c4ccc5c(c4)OCO5)ccc3c2=O)cc1
 : -3.3 | 2.6
94. Cc1cc(C)cc(OCCN)c1
 : 0.4 | -4.3
95. Cn1c(SCc2ccon2)nc2sc3c(c2c1=O)CCC3
 : · | -1.5
96. O=C(CSc1ncn[nH]1)n1c2c(c3ccccc31)CCCC2
 : 5.0 | 57.0*
97. CC1(C)Cc2c(sc(NC(=O)c3cc(Cl)sc3Cl)c2C#N)C(C)(C)N1
 : -0.5 | 13.3
98. COc1ccc(C)cc1NC(=O)COc1ccc(Br)c(C)c1
 : -3.3 | -5.4
99. O=C(NCc1ccccn1)C12CC3CC(CC(C3)C1)C2
 : -5.2 | -3.4
100. COc1ccc(-c2noc(CCC(=O)NC(C)c3ccc4c(c3)OCCO4)n2)cc1 (centres undefined)
 : -13.3 | 2.0
101. COc1ccc(CN2CCCC2c2cc(C)on2)cc1Br (centres undefined)
 : -3.1 | -2.2
102. Cc1cc(C)c(S(=O)(=O)N2CCOCC2)cc1Br
 : -1.5 | -5.7
103. CCCCN1C(=O)C(C)(C(=O)NCc2ccccc2Cl)Oc2cccnc21 (centres undefined)
 : -0.9 | -6.0
104. COc1ccc(CCN(C)CCCC(C#N)(c2cc(OC)c(OC)c(OC)c2)C(C)C)cc1OC (centres undefined)
 : -11.5 | ·
105. COCCC1CCN(C(=O)CN(C)C(=O)c2ccoc2)CC1
 : 4.3 | 0.1
106. COc1cc(C2NC(C(=O)O)CS2)cc(Br)c1OC (centres undefined)
 : -2.9 | -2.0
107. CCn1cc2c3c(cccc31)CN(C(=O)Nc1cc(OC)c(OC)c(OC)c1)CC2
 : -2.2 | 1.7
108. COc1cc2c(cc1OC)CN(Cc1ccc(C)s1)CC2
 : -1.1 | 0.8
109. Nc1ccc2nn(-c3ccc(F)cc3)nc2c1
 : -7.5 | 2.4&-9.9
110. COc1ccc(CCC(=O)Nc2cccc3ccc(C)nc23)cc1
 : 1.7 | -8.0
111. COc1cc(OC)cc(C(=O)Nc2nc(CC(=O)O)cs2)c1
 : -6.6 | -3.9
112. O=C(COc1ccc(Br)cc1)Nc1ccccc1Cl
 : -4.1 | -20.9
113. Cc1nc(C2CCCN2Cc2ccccc2)n[nH]1 (centres undefined)
 : -8.0 | -1.9

In the list so far, 8 have a COOH group:
Order of values – Pf apPOL inh | mHTT CaM bind
18. Cc1ccc(C(=O)C=CC(=O)O)cc1
 : 4.0 | ·
25. O=C(O)c1ccc(C(=O)c2cccc([N+](=O)[O-])c2)cc1
 : 2.1 | 2.5
28. O=C(O)CCCC(=O)Nc1ccc(F)cc1
 : -3.7 | 2.8
34. COC(=O)Nc1ccc(S(=O)(=O)NCC(=O)O)cc1
 : 3.3 | -5.0
45. Cc1ccc(NC(=O)C=CC(=O)O)cc1
 : 5.0 | ·
80. COc1cccc(C=C2SC(=S)N(C(C)C(=O)O)C2=O)c1OC (centres undefined)
 : -10.3 | 0.1
106. COc1cc(C2NC(C(=O)O)CS2)cc(Br)c1OC (centres undefined)
 : -2.9 | -2.0
111. COc1cc(OC)cc(C(=O)Nc2nc(CC(=O)O)cs2)c1
 : -6.6 | -3.9

Assay outcomes (PubChem BioAssay)
